# Source: PubChem BioAssay
# PTHR1 agonist: qHTS for PTHR1 Agonists: Primary Screen. Parathyroid hormone/parathyroid hormone-related peptide receptor (Homo sapiens), Q03431. 0.075% of 410,000 active. HEK293 GP2 PTHR1 cells, GloSensor cAMP luminescence, 1 h. Potency, µM (doses to about 115 µM), inactives show at the top dose activation, actives largely listed as activators; also: potency is read from the fitted curve at half-maximal effect; nearly all actives have a fitted effect of over 55% in size; some results filed as inactive show a strong effect at the top dose; inactives centre near -15; many of its hits are not listed in these tables
# Target sequence (Q03431 whole entry, looked up): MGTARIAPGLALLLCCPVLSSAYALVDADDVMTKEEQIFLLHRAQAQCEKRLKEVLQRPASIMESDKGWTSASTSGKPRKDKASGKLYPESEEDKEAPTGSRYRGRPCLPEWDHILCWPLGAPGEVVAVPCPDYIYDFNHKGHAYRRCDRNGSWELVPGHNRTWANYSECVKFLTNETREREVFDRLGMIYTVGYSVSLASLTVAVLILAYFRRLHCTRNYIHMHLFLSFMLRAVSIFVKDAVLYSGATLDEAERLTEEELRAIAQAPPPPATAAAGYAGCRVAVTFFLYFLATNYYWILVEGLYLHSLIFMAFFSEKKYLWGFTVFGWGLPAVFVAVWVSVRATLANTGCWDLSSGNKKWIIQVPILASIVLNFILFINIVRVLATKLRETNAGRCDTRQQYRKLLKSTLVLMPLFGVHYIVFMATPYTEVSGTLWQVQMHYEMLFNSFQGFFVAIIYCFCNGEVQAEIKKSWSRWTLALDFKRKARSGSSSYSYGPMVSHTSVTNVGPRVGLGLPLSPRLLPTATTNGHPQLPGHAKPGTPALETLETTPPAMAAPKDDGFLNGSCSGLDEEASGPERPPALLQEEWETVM
#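 HEK-293-derived GP2 cells expressing PTHR1 and a GloSensor cAMP reporter, 3,000/well, plated overnight, given luciferin plus IBMX (each 0.5 mM as added) for 1 h at 37 °C, then compound for 1 h at 37 °C. Luminescence was read after 15 min at room temperature.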
# CCT chaperon mod: High-Throughput Screening for Modulators of Cytosolic Chaperonin Activity | purified chaperonin ATPase assay, HTRF ADP detection, 30 min | activity change, % (concentration not given with the values), hits read low | 0.3% of 360,000 active; in the data active = activity change below about -30%; also: % is scaled to controls: 0 for no effect and ±100 for the full control effect
#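 We incubate TRiC, 40 or 20 nM final, with library compounds at 76 uM and 10 uM ATP for 30 min at 37 °C. ADP formed is detected with Transcreener HTRF reagents after 30 min at room temperature.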
# EPAC2 ag: qHTS for Agonist of cAMP-regulated guanine nucleotide exchange factor 4 (EPAC2): primary screen; Potency, µM (doses to about 154 µM), for the others: at the top dose activation, actives largely listed as activators; AID 720711, 2013; Rap guanine nucleotide exchange factor 4 (Homo sapiens), Q8WZA2; 0.079% of 360,000 active; EPAC2 activation, biochemical qHTS; response scale: 100% = 6.5 mM cAMP response; also: potency is read from the fitted curve at half-maximal effect; nearly all actives have a fitted effect of over 50% in size
#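 In this primary screen, activation is scored as increased exchange of BODIPY-GDP from Rap1B by 100 nM EPAC2, with 50 uM GDP as competitor. Signal is normalized to the 6.5 mM cAMP agonist control.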
# Mm-Cpn inhibitor: Inhibitors of TCP-1 ring complex (TRiC) of Methanococcus maripaludis (MmCpn): qHTS; Chaperonin Mm-Cpn (Methanococcus maripaludis); purified Mm-Cpn ATPase, ADP Transcreener TR-FRET; Potency, µM (series often up to 76.9 µM), without a hit: at the highest dose activity, negative = inhibition, usual class: inhibitors; 0.031% of 330,000 active; AID 504842, 2011; also: potency is read from the fitted curve at half-maximal effect; % is scaled to controls: 0 for no effect and ±100 for the full control effect; nearly all actives have a fitted effect of over 80% in size
#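 Quantitative HTS used 25 nM Mm-CPN and 10 uM ATP in magnesium/KCl Tris buffer, pH 7.4, with 1 mM DTT. Hydrolysis ran 30 min at 37°C; ADP was read by HTRF.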
# EPAC2 antag: qHTS for Antagonist of cAMP-regulated guanine nucleotide exchange factor 2 (EPAC2): primary screen | EPAC2 GEF exchange of Rap1B-BODIPY-GDP, fluorescence | Potency, µM (top dose mostly 114 µM), for the others: at the highest dose activity, negative = inhibition, hits mostly inhibitors | 0.18% of 360,000 active; also: potency is read from the fitted curve at half-maximal effect; % is scaled to controls: 0 for no effect and ±100 for the full control effect; nearly all actives have a fitted effect of over 45% in size; many of its hits are not listed in these tables
# Akt phos inh: HTS Assay for Inhibitors of Akt Phophorylation: Primary Screen; Neuro2A IGF-stimulated pAkt S473 HTRF, 20 min; stronger effect = lower value; 0.32% of 360,000 active; activity change, % for hits at 50 µM; in the data active = activity change below about -80%; inconclusive = mostly about -51% to -80%; also: % is scaled to controls: 0 for no effect and ±100 for the full control effect
#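 Single-point screen (50 µM final compound) in Neuro2A cells stimulated 20 min with 6 nM IGF at 37 deg C. After lysis, Ser473-phosphorylated Akt read by HTRF (ex 330 nm, em 615/665 nm) as the 665/615 ratio.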
# D3 ag: qHTS of D3 Dopamine Receptor Agonist: qHTS | D(3) dopamine receptor (Homo sapiens), P35462 | D3R DiscoveRx beta-arrestin cells, luminescence, 90 min | max activation, % | 0.58% of 410,000 active; in the data active = max activation above about 30%; also: 0% is about no effect; mostly tested at two doses, the higher about 12 µM
# Target sequence (P35462 whole entry, looked up): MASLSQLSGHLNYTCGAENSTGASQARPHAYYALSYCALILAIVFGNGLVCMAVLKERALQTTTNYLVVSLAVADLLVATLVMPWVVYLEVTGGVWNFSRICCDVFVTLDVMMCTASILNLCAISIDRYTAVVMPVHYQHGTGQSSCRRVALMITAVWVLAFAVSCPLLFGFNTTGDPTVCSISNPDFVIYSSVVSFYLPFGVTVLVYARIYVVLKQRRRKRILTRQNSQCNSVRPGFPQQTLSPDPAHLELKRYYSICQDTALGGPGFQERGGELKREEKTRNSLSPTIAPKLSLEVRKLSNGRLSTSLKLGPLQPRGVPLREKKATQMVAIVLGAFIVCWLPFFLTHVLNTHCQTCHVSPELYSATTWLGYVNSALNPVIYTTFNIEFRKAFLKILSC
#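 Agonist-mode cell screen: cells plated at 1500/well and incubated overnight at 37 °C, then exposed to library compounds for 90 min at 37 °C. Detection reagent was added for 30–60 min at room temperature, and luminescence was read.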
# DRD3 antagonist: qHTS of D3 Dopamine Receptor Antagonist: qHTS; D(3) dopamine receptor (Homo sapiens), P35462; D3R cells, DiscoveRx beta-arrestin luminescence, antagonist mode; stronger effect = lower value; max response, negative = inhibition, %; 2.5% of 360,000 active; in the data active = max response below about -50%; inconclusive = no clear call, values can overlap the other calls; also: % is scaled to controls: 0 for no effect and ±100 for the full control effect; mostly tested at two doses, the higher about 12 µM
#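 Cells plated overnight at 1500 cells/well, then exposed to library compounds with dopamine controls for 90 minutes at 37 degrees C. DiscoveRx reagent added for 30–60 minutes at room temperature; luminescence read, quantitative HTS format.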
# An asterisk follows results filed as active; i = inactive; ? = inconclusive; · = no result given; [ ] = dose if it differs, or a comment. Unless noted, calls follow the shape of the dose curve; as a rule, active = well fitted curve in the direction sought with a large enough effect; inconclusive = small, poorly fitted or top-dose-only effect, or another doubt; inactive = no such curve, though single readings can be large; an effect the other way counts as inactive or inconclusive. Some of the compounds tested; rates above refer to the full screens.
1	O=C(NCC1CCCO1)c1cccc(S(=O)(=O)Nc2ccc(F)cc2)c1 (configuration not stated)
2	CC(C)c1ccc(NC(=O)[C@H]2CSCN2C(=O)[C@@H]2CCC(=O)N2)cc1
3	CCOC(=O)C(C)Sc1nc2c(c(-c3cccs3)c1C#N)CCC2 (configuration not stated)
4	C#CCN(C[C@@H]1[C@@H](OC(=O)NCc2ccccc2F)[C@@H](OC(=O)NCc2ccccc2F)Cn2c(=O)ccc(=O)n21)S(=O)(=O)c1ccc(C)cc1
5	Cc1cc(Br)cc(C=Nc2ccc(N3CCOCC3)cc2)c1O
6	CCC(C)NC(=S)Nc1ccc2nc(N3CCN(CC)CC3)cc(C)c2c1 (configuration not stated)
screen / no.,1,2,3,4,5,6
PTHR1 agonist,-21%,7%,i,-89%[inhibitor],i,4%
CCT chaperon mod,-2.0,0.2,1.2,-0.7,-1.6,-1.6
EPAC2 ag,2%,8%,5%,15%,13%,6%
Mm-Cpn inhibitor,-6%,-4%,-13%,·,·,0%
EPAC2 antag,-1%,1%,-17%,2%,-1%,-7%
Akt phos inh,i,i,i,i,i,i
D3 ag,3,2,5,-17,-14,-12
DRD3 antagonist,7,-1,-14,-27,?,-17

7	CCOc1ccccc1OCCCC(=O)NC1CCCc2ccccc21 (configuration not stated)
8	COc1ccccc1N1CCN(C(=O)CCc2nnc3ccc(N4CCCC4)nn23)CC1
9	O=[N+]([O-])c1cccc(-c2nn(-c3ccccc3)cc2CO)c1
10	Cn1c(CNC(=O)Nc2ccccc2)nnc1SCc1ccccc1
11	CCCOc1ccc(/C=N/Nc2ccccn2)cc1OC
12	Cc1cc(C)c(-c2cc(C(F)(F)F)no2)c(=O)[nH]1
screen / no.,7,8,9,10,11,12
PTHR1 agonist,-28%,-39%[inhibitor],-89%[inhibitor],i,-5%,-9%
CCT chaperon mod,0.5,0.6,0.5,1.6,-0.4,-1.8
EPAC2 ag,2%,-1%,8%,-3%,-6%,3%
Mm-Cpn inhibitor,0%,-1%,-2%,-2%,-6%,1%
EPAC2 antag,12%,0%,-5%,11%,15%,7%
Akt phos inh,i,i,i,i,i,i
D3 ag,-10,-7,-10,-5,-8,25
DRD3 antagonist,-5,52,-8,-13,-7,4

13	O=C(Cn1ncc2c1-c1ccccc1OC2)Nc1ccc(S(=O)(=O)N2CCCCC2)cc1
14	CSc1nncc(/C(C)=N\Nc2ccccc2)n1
15	CC(NS(C)(=O)=O)C(c1cccs1)N1CCN(c2ccccc2F)CC1 (configuration not stated)
16	Cc1cc(NS(=O)(=O)c2ccc(NC(=O)c3cc(-c4cccnc4)nc4ccc(Cl)cc34)cc2)no1
17	O=c1[nH]c2ccsc2c(=O)n1-c1ccc(F)c(Cl)c1
18	COCCCNC(=O)CCc1nc2cccnc2n1Cc1ccc(OC)cc1
screen / no.,13,14,15,16,17,18
PTHR1 agonist,i,i,i,12%[57.5 µM],i,-3%
CCT chaperon mod,-10,-1.7,-1.7,2.9,-2.0,-6.0
EPAC2 ag,16%,-18%,6%,2%,-7%,8%
Mm-Cpn inhibitor,2%,0%,·,-4%,1%,0%
EPAC2 antag,-3%,-3%,8%,-6%,13%,-7%
Akt phos inh,i,i,·,i,i,i
D3 ag,-2,-1,1,-5,-1,-13
DRD3 antagonist,-7,-8,10,-8,-7,-21

# Sorted by heavy-atom count (low to high): some entries from above
17	O=c1[nH]c2ccsc2c(=O)n1-c1ccc(F)c(Cl)c1
18	COCCCNC(=O)CCc1nc2cccnc2n1Cc1ccc(OC)cc1
16	Cc1cc(NS(=O)(=O)c2ccc(NC(=O)c3cc(-c4cccnc4)nc4ccc(Cl)cc34)cc2)no1
screen / no.,17,18,16
PTHR1 agonist,i,-3%,12%[57.5 µM]
CCT chaperon mod,-2.0,-6.0,2.9
EPAC2 ag,-7%,8%,2%
Mm-Cpn inhibitor,1%,0%,-4%
EPAC2 antag,13%,-7%,-6%
Akt phos inh,i,i,i
D3 ag,-1,-13,-5
DRD3 antagonist,-7,-21,-8

# (cont.)
19	CCN1CCN(c2nc3ccccc3nc2NS(=O)(=O)c2ccc(NC(C)=O)cc2)CC1
20	C=CCOC(=O)CCCCCCCC
21	Cc1ccccc1C1c2[nH]c3ccccc3c2CCN1Cc1cccn1-c1ncccn1 (configuration not stated)
22	COC(=O)c1nc(NC(=O)C(C)C)n[nH]1
23	CC(=O)Nc1ccc(NC(=O)Nc2ccccc2C)cc1
24	CCOC(=O)c1c[nH]c2c(C(F)(F)F)cccc2c1=O
screen / no.,19,20,21,22,23,24
PTHR1 agonist,-18%,i,0%,i,-13%,i
CCT chaperon mod,1.3,-1.2,1.4,1.2,0.7,0.7
EPAC2 ag,1%,7%,2%,5%,-4%,2%
Mm-Cpn inhibitor,-3%,2%,-5%,-3%,0%,1%
EPAC2 antag,6%,2%,?,6%,-21%,-8%
Akt phos inh,i,i,i,i,i,i
D3 ag,-2,24,-20,8,-2,5
DRD3 antagonist,2,18,-3,-11,-1,4

25	O=C(C[C@H]1C(=O)N(c2ccc(Br)cc2)C[C@@H]1Cc1ccccc1)Nc1ccccc1
26	O/N=C1\CCC\C1=C/c1ccco1
27	COc1cc(/C=C/C(=O)N(Cc2ccccc2)c2ccccn2)cc(OC)c1OC
28	O=C(Nc1cc2c3c(c1)CC(=O)N3CCC2)C1CC1
29	Cc1cc(C(=O)NC(C)C2CCCO2)cs1 (configuration not stated)
30	Nc1c(S(=O)(=O)c2ccccc2)c2nc3ccccc3nc2n1Cc1ccco1
screen / no.,25,26,27,28,29,30
PTHR1 agonist,-11%,-10%[57.5 µM],i,i,i,i
CCT chaperon mod,-0.8,-0.8,-2.4,-0.7,-5.2,-1.9
EPAC2 ag,10%,-4%,10%,4%,-5%,21%
Mm-Cpn inhibitor,·,0%,0%,3%,-1%,0%
EPAC2 antag,9%,5%,-7%,0%,10%,-10%
Akt phos inh,i,i,i,i,i,i
D3 ag,2,0,-4,12,-2,-3
DRD3 antagonist,6,4,4,3,?,-11

31	CCC(C)[C@H](NC(=O)C1CC(=O)N(c2ccc(OC)cc2)C1)C(=O)N1CCCCC1 (some centres not stated)
32	O=c1oc(-c2ccco2)nc2sc3c(c12)CCCC3
33	O=C(COC(=O)c1nc(Cl)ccc1Cl)NNC(=O)c1cccs1
34	CCC(=O)N(C)CCc1cc2c(c(OC)c1/C=N/NS(=O)(=O)c1ccc(C)cc1)OCO2
35	COc1cccc(CSc2nnc(-c3ccco3)n2C)c1
36	COC(C)(C)c1cc(C(C)(C)C)nc(N)n1
screen / no.,31,32,33,34,35,36
PTHR1 agonist,-29%,-39%[inhibitor][57.5 µM],i,i,i,i
CCT chaperon mod,0.8,1.5,-1.4,0.3,-2.8,-0.5
EPAC2 ag,-11%,12%,0%,-4%,10%,1%
Mm-Cpn inhibitor,0%,-1%,2%,0%,2%,0%
EPAC2 antag,13%,0%,16%,3%,-1%,0%
Akt phos inh,i,i,i,i,i,i
D3 ag,4,-9,-8,-1,-8,-1
DRD3 antagonist,11,-20,-11,7,15,-17

37	Cc1[nH]c2ccccc2c1C(=O)COC(=O)CCS(=O)(=O)c1ccccc1Cl
38	C=CCOc1ccccc1CN1CCC(Oc2cc(C(=O)NC3CC3)ccc2OC)CC1
39	O=C(Cn1c(=O)oc2ccccc21)N1CCCC1
40	CC(C)Oc1ccc(N2CC(C(=O)Nc3ccccn3)CC2=O)cc1 (configuration not stated)
41	c1ccc2cc(CNCc3cccc4ccccc34)ccc2c1
42	CN1/C(=C\C(=O)C[n+]2cccc(C(N)=O)c2)C(C)(C)c2ccccc21
screen / no.,37,38,39,40,41,42
PTHR1 agonist,i,i,i,i,-47%[inhibitor],i
CCT chaperon mod,-0.5,-3.0,1.5,-0.1,2.0,0.9
EPAC2 ag,13%,0%,6%,3%,13%,7%
Mm-Cpn inhibitor,-7%,2%,3%,-1%,3%,0%
EPAC2 antag,-6%,-4%,1%,1%,10%,-7%
Akt phos inh,i,i,i,i,i,i
D3 ag,10,-5,-6,2,-43,-1
DRD3 antagonist,-7,-4,-9,14,?,4

43	COc1cccc(NC(=O)Nc2nc(-c3ccc(OC)c(OC)c3)cs2)c1
44	CCCOc1cc(CC(=O)NCc2ccco2)ccc1OC
45	CC1CC(C)CN(S(=O)(=O)N2CCC(C(=O)NCCC3=CCCCC3)CC2)C1 (configuration not stated)
46	Cc1cn(C2OC(COC(=O)c3ccccc3)C(O)C2O)c(=O)[nH]c1=O (configuration not stated)
47	O=c1[nH]c(=S)[nH]c2c1C(c1ccc(Cl)cc1)OC(CCc1ccccc1)C2 (configuration not stated)
48	Cc1cccc(C)c1NC(=O)CN(C)C(C)C(=O)Nc1ccccc1-c1ccccc1 (configuration not stated)
screen / no.,43,44,45,46,47,48
PTHR1 agonist,-33%,-21%[57.5 µM],i,29%[57.5 µM],i,0%
CCT chaperon mod,-1.4,-0.4,-3.2,-32*,-1.5,2.3
EPAC2 ag,8%,6%,5%,6%,5%,1%
Mm-Cpn inhibitor,-3%,-5%,1%,-1%,·,-5%
EPAC2 antag,-4%,-2%,10%,-3%,?,-7%
Akt phos inh,i,i,i,i,i,i
D3 ag,49*,-2,1,0,6,-2
DRD3 antagonist,118,-24,11,-6,21,-10

49	CN(C)C(=O)CCc1ccc2c3c([nH]c2c1)[C@]1(CCC2CCCC2)[C@@H](C(=O)N2CCOCC2)C[C@H](CC(=O)NCCCn2ccnc2)C(=O)N1CC3
50	COc1cc(NC(=O)c2ccc(N3CCCC3=O)cc2)cc(OC)c1
51	O=C1NC(c2cc3c(cc2Cl)OCO3)Oc2ccccc21 (configuration not stated)
52	CCOC(=O)CC(=O)Nc1nnc(CC(C)C)s1
screen / no.,49,50,51,52
PTHR1 agonist,-26%,i,-20%,i
CCT chaperon mod,-3.1,-1.1,-6.6,0.3
EPAC2 ag,3%,1%,7%,1%
Mm-Cpn inhibitor,-1%,2%,-8%,1%
EPAC2 antag,-4%,-3%,12%,0%
Akt phos inh,i,i,i,i
D3 ag,3,0,6,0
DRD3 antagonist,24,11,-2,-1
